Assay outcomes deposited in PubChem BioAssay by several laboratories.
ARFGAP1 inhibitor – inhibits rat ARF GTPase activating protein 1. AID 651572. inhibition, % at 16.5 µM. hit rate 0.26% among 360,000. Arfgap1-stimulated ARF1 GTP hydrolysis, GDP FP detection. Q62848;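 active = inhibition above a per-plate limit, mean inhibition of low control wells plus 3 SD, cut at about 25% in these data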;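 also: 0% = DMSO wells with enzyme and 100% = wells lacking Arfgap1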
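System: truncated rat Arfgap1 GAP domain / Benchmarks: high control wells lacking Arfgap1, low control full reaction with DMSO / Times: compound-enzyme preincubation 20 min, reaction 120 min, detection 60 min, 25 °C / Repeats: one replicate per compound / Also added: human ARF1(Δ1-17)-GTP substrate / Measured by: Tracer-displacement fluorescence polarization with EDTA stop, 620/688 nm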
proKLK7 act – activators of human kallikrein-7 zymogen; activation, % at 7 µM; hit rate 0.9% among 370,000; purified proKLK7, EDANS-DABCYL substrate fluorescence; 100% is mature enzyme control, 0% vehicle; P49862;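 active = activation above the mean of all tested compounds plus 3 SD, computed per campaign excluding outliers beyond control limits, cut at about 13% in these data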
HGIII-sPLA2 inh – Blocks human group III sPLA2 activity; Q9NZ20; QFRET BODIPY PC-A2 liposome hydrolysis, fluorescence; inhibition, % at 12.2 µM; hit rate 0.56% among 370,000;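 active = inhibition above mean plus 3 SD of compounds lying within the high and low control bounds, cut at about 19% in these data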;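 also: 0% = median of test compound wells and 100% = no enzyme DMSO wells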
FXN GAA850 act – activators of GAA850 frataxin (FXN) promoter; HEK293 lucGAA850 FXN promoter luciferase reporter, 24 h; percent of 10 µM SAHA response; activation, % at 6 µM; hit rate 0.56% among 360,000; AID 540364;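 active = activation above the average of all compounds screened plus 3 SD, cutoff fixed separately per campaign, cut at about 7.5% in these data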;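 also: 0% = DMSO wells and 100% = 10 µM SAHA wells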
ASAP1 inh – blocks human ASAP1-stimulated Arf1 GTP hydrolysis. Q9ULH1. GDP FP detection. inhibition, % at 16.5 µM. hit rate 0.19% among 360,000; in the data active = inhibition above about 25%;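 also: 0% = vehicle with enzyme and substrate and 100% = no enzyme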
NPR2 activator – GC-B (human) receptor activation; P20594; HEK293-GC-B cells, CNP EC30, cGMP TR-FRET; 0% at EC30 CNP, 100% saturating CNP; activation, % at 10 µM; hit rate 0.11% among 370,000;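 active = activation at 10 µM reaching about 35% in either raw or pattern-adjusted values, limit read from the data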
Target sequence (P20594 whole entry, looked up): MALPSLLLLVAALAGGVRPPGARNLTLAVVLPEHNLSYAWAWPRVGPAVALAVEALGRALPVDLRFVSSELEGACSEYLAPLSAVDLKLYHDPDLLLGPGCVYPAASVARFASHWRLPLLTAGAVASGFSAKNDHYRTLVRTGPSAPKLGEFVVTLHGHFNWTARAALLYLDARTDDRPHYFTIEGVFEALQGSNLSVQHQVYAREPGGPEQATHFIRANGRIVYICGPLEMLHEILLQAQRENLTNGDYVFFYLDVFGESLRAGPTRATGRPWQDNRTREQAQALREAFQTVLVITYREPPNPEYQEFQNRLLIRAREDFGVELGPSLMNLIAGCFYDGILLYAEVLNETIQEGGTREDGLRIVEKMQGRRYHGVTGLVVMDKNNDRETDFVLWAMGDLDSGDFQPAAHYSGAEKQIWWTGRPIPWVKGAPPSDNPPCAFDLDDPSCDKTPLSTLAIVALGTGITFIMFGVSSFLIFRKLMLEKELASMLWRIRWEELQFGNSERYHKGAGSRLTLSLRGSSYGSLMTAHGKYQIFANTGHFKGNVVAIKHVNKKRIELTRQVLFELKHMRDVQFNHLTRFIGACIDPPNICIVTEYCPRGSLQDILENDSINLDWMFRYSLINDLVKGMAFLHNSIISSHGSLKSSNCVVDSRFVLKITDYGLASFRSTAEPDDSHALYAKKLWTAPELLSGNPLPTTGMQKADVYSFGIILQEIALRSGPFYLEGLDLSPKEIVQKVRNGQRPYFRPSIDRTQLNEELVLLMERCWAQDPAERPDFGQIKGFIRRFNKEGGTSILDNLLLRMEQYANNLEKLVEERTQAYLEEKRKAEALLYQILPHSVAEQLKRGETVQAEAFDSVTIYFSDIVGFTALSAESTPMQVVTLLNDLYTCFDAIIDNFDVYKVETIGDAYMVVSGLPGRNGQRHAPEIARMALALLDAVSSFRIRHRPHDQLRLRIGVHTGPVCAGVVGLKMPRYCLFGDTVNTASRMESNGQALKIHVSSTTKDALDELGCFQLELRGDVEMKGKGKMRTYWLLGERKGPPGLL
ADAM10 inh – ADAM10 inhibition, QFRET primary screen; O14672; recombinant ADAM10, EDANS/DABCYL FRET peptide cleavage, 3 h; inhibition, % at 7 µM; hit rate 0.62% among 370,000; AID 720582;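 active = inhibition above a per-campaign cutoff equal to the mean of compounds falling between control-based bounds plus 3 SD, cut at about 20% in these data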;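 also: 0% = DMSO wells while the 100% control is not disclosed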
Tn6 DDE FP – disrupts Tn6 cyclic peptide binding to fibrin D-Dimer-E complex. Fibrin DD(E) TRITC-Tn6 fluorescence polarization displacement. inhibition, % at 8.3 µM. hit rate 0.21% among 370,000;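 active = inhibition above a per-campaign cutoff: mean of compounds within control limits plus 3 SD, cut at about 15% in these data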;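 also: 0% = median of all compound wells on the plate and 100% = blocking peptide control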
rCAG RNA binder – molecules binding r(CAG) RNA repeats; AID 651821; r(CAG) RNA repeat, TO-PRO-1 dye displacement fluorescence; hit rate 1.3% among 370,000; inhibition, % at 3 µM;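 active = inhibition above the plate cutoff, the mean of all test compounds on that plate plus 3 SD, cut at about 35% in these data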;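 also: 0% = DMSO alone and 100% = 100 µM mitoxantrone as full dye displacement; higher means more dye released from RNA so lower well fluorescence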
NPR1 activator – GC-A (human) enzyme activation; P16066; HEK293 GC-A cells, cGMP TR-FRET, EC30 ANP; 0% at EC30 ANP, 100% saturating ANP; activation, % at 10 µM; hit rate 0.14% among 370,000; in the data active = activation above about 40%
* = called active by the depositor; i = inactive; · = no result given. This is a random part of the collection; about 4.5% have a hit in one of these screens.

Screens in order: ADAM10 inh	FXN GAA850 act	NPR2 activator	ARFGAP1 inhibitor	ASAP1 inh	Tn6 DDE FP	HGIII-sPLA2 inh	NPR1 activator	rCAG RNA binder	proKLK7 act
COC(=O)c1nc(NC(=O)c2ccccc2Br)n[nH]1
  -4.0	0.0	·	5.3	2.5	2.4	5.0	·	0.5	-0.2
COCCCNCc1cc(C)n(-c2cc(S(=O)(=O)N3CCOCC3)ccc2N2CCCC2)c1C
  -20.3	-5.8	2.0	11.3	10.8	-4.8	13.3	-1.1	8.7	0.6
Cn1c(=O)oc2cc(S(=O)(=O)N3CCN(Cc4ccc5c(c4)OCO5)CC3)ccc21
  -0.2	0.4	2.1	8.1	5.7	1.8	0.5	0.0	-2.1	-0.2
CCNC(=O)NCCc1c[nH]c2ccc(Cl)cc12
  10.2	3.5	-4.0	6.0	-1.2	-2.9	-5.1	-2.7	5.0	0.1
CCCCC(CC)C(=O)Nc1cc(C(=O)NCc2ccc(C)cc2)ccc1N1CCC2(CC1)CC(c1cccc(Br)c1)=NO2 (configuration not stated)
  0.4	0.3	5.2	-5.0	-2.5	0.3	-2.1	2.3	9.4	0.8
Cc1ccc(NC(=O)CSc2nnc(CNC(=O)c3ccccc3F)o2)cc1
  12.4	3.8	-0.5	-8.1	11.3	2.1	0.8	1.4	4.2	-0.6
CCOC(=O)c1c(C)[nH]c(C)c1S(=O)(=O)NCCc1sccc1C
  5.7	1.6	3.6	5.0	-6.0	-6.9	-3.6	-5.3	2.3	0.0
O=C(Cn1nc(-c2ccccc2)c2ccccc2c1=O)NCCN1CCOCC1
  0.8	1.1	1.0	-3.9	4.7	-2.4	1.9	-1.5	-5.3	0.2
Cc1occc1C(=O)Nc1cc(S(=O)(=O)N2CCOCC2)ccc1OC(C)C
  -4.9	1.7	9.2	-8.7	-9.5	-2.8	-1.0	4.3	5.6	0.5
COc1ccc(CNCC(O)COc2cccc3c2OC(C)(C)C3)cc1 (configuration not stated)
  0.6	-4.1	-12.9	13.3	1.2	2.2	-1.3	-28.5	-11.2	1.0
O=C1CCCN1c1ccc(S(=O)(=O)NCc2ccco2)cc1
  -7.3	0.9	-5.9	6.2	-3.4	-3.1	-2.0	8.2	0.8	-0.4
O=[N+]([O-])c1cccc(N=NNc2cccc([N+](=O)[O-])c2)c1
  -2.5	2.7	-5.8	-8.8	18.5	-3.9	9.3	7.4	8.3	-0.1
O=C(Cn1cnc2ccccc2c1=O)Nc1ccc2c(c1)OCCO2
  -0.1	1.4	-1.4	4.8	10.0	1.5	-2.3	-0.3	2.1	0.4
COc1ccc(NC(=O)CSc2nnc(C3CC3)n2C)cc1
  -4.4	0.1	6.7	0.5	-14.1	5.2	6.7	-0.2	1.7	-1.1
Cc1cc(C)nc(NC(=O)NC(=O)c2ccccc2)n1
  -7.2	-0.9	-4.5	1.8	-1.5	-1.7	2.2	5.9	1.3	0.1
Cc1ccc(C(=O)Nc2ccccc2C(=O)N2CCCC2)cc1[N+](=O)[O-]
  6.5	-0.5	-2.4	10.5	5.7	1.4	3.1	4.4	-0.1	-0.3
CC(C)(C)c1ccccc1NC(=O)Cn1c(=O)cnc2ccccc21
  -5.3	1.1	1.8	-1.6	-9.3	3.0	-1.8	2.4	-1.5	-0.3
Cc1noc(NS(=O)(=O)c2ccc(N/C=C/C(=O)c3ccncc3)cc2)c1C
  -4.1	0.9	2.7	-6.9	-5.0	0.9	-4.5	3.8	4.3	0.7
O=C(COC(=O)CCC1CCCC1)Nc1cccc(S(=O)(=O)N2CCOCC2)c1
  7.5	1.1	-0.6	-6.7	-3.2	-6.4	-14.8	-1.5	1.2	-0.2
CCCCn1c(N)c(N(CCOC)C(=O)C2CCN(C(=O)c3ccccc3C)CC2)c(=O)[nH]c1=O
  -2.8	0.2	3.6	-4.3	-9.1	-4.3	-1.5	0.8	-2.5	-0.4
NC(=S)Nc1cccc2[nH]ncc12
  3.1	0.5	1.4	4.2	8.2	-4.4	2.1	-2.1	-0.6	0.0
CCc1cc2c(=O)oc(-c3ccc(F)cc3)nc2s1
  1.5	2.5	-3.4	1.3	-7.5	-2.7	-0.5	-16.5	4.5	0.2
COc1cc2nc(N(CCCN(C)C)C(=O)c3ccc(C(=O)c4ccccc4)cc3)sc2cc1OC
  8.0	1.6	-7.6	18.1	15.4	-5.3	-19.7	0.5	0.2	0.4
CCOc1ccc(C(=O)N[C@H](C(=O)Nc2ccc(OC)c(S(=O)(=O)N3CCOCC3)c2)C(C)C)cc1
  3.8	-2.7	4.5	-0.5	-2.5	-1.0	-0.5	3.3	-3.9	0.4
CCN(CC(=O)Nc1cccc(OC)c1)C(=O)C1CC(=O)N(Cc2ccccc2Cl)C1 (configuration not stated)
  4.8	0.8	-1.8	-1.1	1.4	-6.3	-5.5	-3.8	3.4	0.9
Cc1ccc2nc(Cl)c(/C=N/NC(=O)[C@H]3C[C@@H]3c3ccccc3)cc2c1
  -13.9	0.4	6.5	13.0	-6.0	1.3	7.1	-5.5	0.0	-0.3
COc1ccc(CCNC(=O)CNCC2CCCO2)cc1OC (configuration not stated)
  2.8	0.2	-2.4	-5.2	-2.6	-4.9	0.1	3.5	0.1	0.5
CC(C)C(=O)Nc1ccc(C(=O)NCc2cccnc2)cc1
  -6.2	1.9	7.0	-3.0	-0.3	-2.2	-0.3	8.8	-0.3	-0.5
Cc1nn(-c2ccccc2)c(-c2ccccc2[N+](=O)[O-])c1C(=O)O
  -3.1	-0.8	-3.8	3.9	6.3	-2.6	6.8	-0.5	0.1	-0.7
COc1ccc(C(=O)Nc2ccnn2C2CCN(Cc3cn(C)nc3C)CC2)cc1
  -8.6	-1.2	2.2	8.9	7.1	0.1	4.3	0.6	-1.8	-0.9

Further compounds
Screens in order: ADAM10 inh	FXN GAA850 act	NPR2 activator	ARFGAP1 inhibitor	ASAP1 inh	Tn6 DDE FP	HGIII-sPLA2 inh	NPR1 activator	rCAG RNA binder	proKLK7 act
O=C(O)CCCC(=O)Nc1ccc2c(c1)oc1ccccc12
  9.3	-0.6	7.6	18.1	-3.2	-3.4	-1.7	-2.9	5.0	0.3
CCCn1nnc(NC(=S)NC(=O)C(C)(C)C)n1
  1.5	2.8	3.6	6.9	-9.3	7.0	1.4	4.8	-1.9	-0.2
COc1ccc(Cl)cc1NC(=O)CN(C)C(=O)C12CC3CC(CC(Cl)(C3)C1)C2
  5.2	-0.5	2.5	-7.9	-3.0	-2.9	-7.8	-4.7	-3.9	-0.8
O=C(CSc1nc(C(F)(F)F)cc(=O)[nH]1)NCc1ccc2c(c1)OCO2
  -0.8	-0.6	-1.7	0.0	-8.9	6.1	-2.3	1.7	3.3	0.3
CC(=O)N(NC(=O)c1ccccc1Cl)C1CC(=O)N(c2ccc(C)cc2)C1=O (configuration not stated)
  0.4	-0.5	-4.3	-2.2	-8.6	0.0	-0.6	0.4	-0.5	0.8
Cc1cc(=O)oc2cc(OC(=O)CCCCCN3C(=O)c4ccccc4C3=O)ccc12
  i	1.0	-2.1	-1.3	7.6	-0.2	-0.7	-1.9	-2.1	63.3*
COc1cccc(OC)c1C(=O)N1CCNCC1
  10.5	0.7	0.6	-2.5	-0.2	-3.1	4.6	-1.0	0.6	-0.1
CC1CCN(S(=O)(=O)c2cccc(C(=O)NC3CCS(=O)(=O)C3)c2)CC1 (configuration not stated)
  0.4	-0.4	1.6	9.1	-0.2	-0.8	4.4	0.5	2.3	0.2
COc1ccc(OCc2nnc(SCC(=O)Nc3ccc(C)cc3)o2)cc1
  -7.9	1.3	-5.2	0.8	-5.7	-0.9	1.4	2.9	1.4	0.6
O=C(Nc1ccc2c(c1)OCCO2)c1ccccc1F
  6.6	0.5	-2.9	2.6	3.7	-2.1	-2.7	1.9	1.0	-0.4
CCOC(=O)N1CCC(N2CCN(S(=O)(=O)c3ccc(Cl)cc3)CC2)CC1
  4.3	-0.7	3.8	8.8	-1.5	4.3	-2.8	0.6	-6.5	0.2
CC[C@]1(c2ccccc2OC)C(=O)N(C(=O)OC)N1C(=O)OC
  3.0	0.8	1.8	7.1	-3.8	7.5	2.8	0.5	-4.3	0.1
Cc1ccc(-c2nnc(N3CCN(C(=O)CN4CCOCC4)CC3)c3ccccc23)cc1
  8.7	0.6	5.5	10.5	4.7	-3.0	-7.8	2.5	-4.1	-0.1
O=C(Nc1c(-c2ccc3c(c2)OCO3)[nH][nH]c1=O)c1ccc2c(c1)OCO2
  -112.8	·	3.0	-2.0	14.8	1.0	7.4	-4.0	8.4	-17.5
Cc1c(CN(C)CCc2ccccc2)c(=O)n(-c2ccccc2)n1C
  -1.4	1.5	0.4	5.5	1.0	-13.1	5.9	1.8	-2.2	-0.1
CCc1cc(=O)oc2c(C)c(OCC(=O)NCCCN3CCCC3=O)ccc12
  -99.2	2.0	-5.8	8.7	0.1	0.3	0.9	1.2	-5.6	1.0
COC(=O)C1=C(C(=O)OC)[C@@H]2N(C)c3ccc(OC)cc3[C@@]23C[C@@H](C(=O)OC)N(C(=O)c2ccco2)C3=N1
  7.9	-0.8	2.3	0.5	-13.2	1.2	6.1	-3.8	-4.9	0.6
O=c1/c(=C\c2cccn2-c2ccccc2)sc2nc3ccccc3n12
  5.6	1.6	-8.8	4.9	8.2	4.0	7.1	-5.7	1.4	0.6
Fc1ccc(NC(=S)Nc2cccnc2)c(Cl)c1
  5.1	0.5	6.1	4.6	3.9	-1.3	3.8	1.9	-0.1	0.1
O=C(NC1CCN(Cc2ccccc2)CC1)c1ccc(Cn2c(=S)[nH]c3ccc(N4CCOCC4)cc3c2=O)cc1
  -57.2	2.2	-2.3	6.4	19.9	-2.5	-3.2	-0.1	-0.5	-7.4
Cc1cc(Br)c(NC(=O)CN(C)CCOc2ccccc2)c(Br)c1
  8.0	2.6	-2.5	-0.9	-7.5	-0.4	-12.6	-1.4	-6.8	0.5
O=C(c1ccccc1)N(Cc1ccccc1)Cc1ccccc1
  5.6	2.7	-15.7	-18.5	-5.2	-4.4	-4.2	-25.2	-7.5	-0.1
CCn1nc(NS(=O)(=O)c2ccccc2)c2cc3ccccc3nc21
  -12.8	1.1	0.4	5.7	-3.5	-4.4	1.4	-0.2	7.8	0.9

Structural class, the compounds so far containing bromine.
Screens in order: ADAM10 inh	FXN GAA850 act	NPR2 activator	ARFGAP1 inhibitor	ASAP1 inh	Tn6 DDE FP	HGIII-sPLA2 inh	NPR1 activator	rCAG RNA binder	proKLK7 act
COC(=O)c1nc(NC(=O)c2ccccc2Br)n[nH]1
  -4.0	0.0	·	5.3	2.5	2.4	5.0	·	0.5	-0.2
CCCCC(CC)C(=O)Nc1cc(C(=O)NCc2ccc(C)cc2)ccc1N1CCC2(CC1)CC(c1cccc(Br)c1)=NO2 (configuration not stated)
  0.4	0.3	5.2	-5.0	-2.5	0.3	-2.1	2.3	9.4	0.8
Cc1cc(Br)c(NC(=O)CN(C)CCOc2ccccc2)c(Br)c1
  8.0	2.6	-2.5	-0.9	-7.5	-0.4	-12.6	-1.4	-6.8	0.5
